CCR6 antagonist – CCR6 receptor antagonists, primary screen, cell-based, CHO-K1, luminescence, beta-arrestin, uHTS | C-C chemokine receptor type 6 (Homo sapiens), P51684 | CHO-K1 CCR6 PathHunter beta-arrestin, CCL20-stimulated | inhibition, % at 20 µM | 340,000 tested, 0.49% active | AID 493098, 2011;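 active = compounds whose inhibition of the agonist-driven luminescence signal at 20 µM reaches about 50%, limit read from the data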;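 note: cells stimulated with CCL20 at 14 nM final; plate controls were DMSO with CCL20 for no effect and DMSO without agonist for full effect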
Target sequence (P51684 whole entry, looked up): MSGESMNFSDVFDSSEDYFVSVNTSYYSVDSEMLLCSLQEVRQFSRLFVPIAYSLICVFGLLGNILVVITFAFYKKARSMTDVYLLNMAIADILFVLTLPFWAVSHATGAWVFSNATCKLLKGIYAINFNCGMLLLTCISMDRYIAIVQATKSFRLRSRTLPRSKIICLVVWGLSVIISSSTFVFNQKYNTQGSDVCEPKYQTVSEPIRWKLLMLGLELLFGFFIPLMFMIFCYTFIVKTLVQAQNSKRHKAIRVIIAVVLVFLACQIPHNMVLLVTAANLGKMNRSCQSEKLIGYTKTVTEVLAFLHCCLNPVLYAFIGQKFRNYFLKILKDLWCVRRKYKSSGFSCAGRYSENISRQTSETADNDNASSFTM
UPR XBP1 act – activators of adaptive XBP1 UPR arm, primary screen, cell-based, CHO-XBP1 luciferase reporter, luminescence, uHTS; IRE1-XBP1 UPR activation; percent of tunicamycin response, DMSO as zero; activation, % at 20 µM; 330,000 tested, 0.33% active; AID 463104, 2010;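 active = versus positive control, 20 µM dose yields 30% or more activation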;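 note: 100% = tunicamycin at 10 µg/mL and 0% = DMSO only wells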
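incubation = overnight seeding at 37 °C, 6 h compound treatment at 37 °C | assay system = CHO-XBP1 cells stably carrying IRE1-XBP1-driven luciferase reporter | input = 1000 cells per well | detection = luciferase luminescence | dosing = single point, 20 µM final compound, 1% DMSO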
Mdm2-MdmX inh – inhibitors of human Mdm2-MdmX association, primary screen, cell-based, luminescence, split luciferase, SaOS-2, uHTS | SaOS-2 split-luciferase Mdm2/MdmX complementation | inhibition, % at 8 µM | 330,000 tested, 3% active;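 active = inhibition of at least 50% at 8 µM in the primary screen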
APJ antag – antagonists of human apelin receptor APJ, primary screen, CHO-K1 cells, beta-arrestin complementation, luminescence; AID 2521, 2010; 330,000 tested, 0.32% active; inhibition, % at 20 µM;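 active = inhibition above about 40% at 20 µM, limit read from the data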;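 note: cells challenged with 10 nM apelin-13 agonist together with compound; plate controls were apelin-13 plus DMSO wells for no effect and DMSO wells lacking apelin-13 for full effect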
CXCR6 inh – CXCR6 receptor inhibitors, primary screen, cell-based, beta-arrestin, luminescence, CHO-K1 PathHunter, 1536-well. 360,000 tested, 0.36% active. inhibition, % at 20 µM. AID 602244, 2012; in the data active = inhibition above about 34%, passing the limit was not always enough;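 note: antagonist mode with CXCL16 agonist at 10 nM final; 0% = 10 nM CXCL16 with DMSO and 100% = unstimulated wells without agonist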
Target sequence (O00574 whole entry, looked up): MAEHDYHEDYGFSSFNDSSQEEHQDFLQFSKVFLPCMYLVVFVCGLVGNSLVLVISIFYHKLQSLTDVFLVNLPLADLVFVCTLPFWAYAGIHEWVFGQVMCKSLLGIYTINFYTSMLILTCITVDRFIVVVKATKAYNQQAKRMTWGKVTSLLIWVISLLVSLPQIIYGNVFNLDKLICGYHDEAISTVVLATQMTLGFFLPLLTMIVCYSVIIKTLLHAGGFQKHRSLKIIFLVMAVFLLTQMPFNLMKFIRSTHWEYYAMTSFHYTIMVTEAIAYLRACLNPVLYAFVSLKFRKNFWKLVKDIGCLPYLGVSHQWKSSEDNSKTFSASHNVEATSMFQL
EBI2 antag – EBI2 receptor antagonists, beta-arrestin recruitment, primary screen, cell-based, luminescence, 7a,25-OHC stimulation, uHTS; G-protein coupled receptor 183 (Homo sapiens), P32249; 7a,25-OHC stimulated; inhibition, % at 5 µM; 360,000 tested, 0.81% active; AID 651636, 2012; in the data active = inhibition above about 38%;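 note: enzyme fragment complementation signal reports receptor beta-arrestin coupling in cells; 0% = agonist plus DMSO wells and 100% = wells without agonist; some results beyond the cut were filed as inactive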
Target sequence (P32249 whole entry, looked up, the tested form may be a part): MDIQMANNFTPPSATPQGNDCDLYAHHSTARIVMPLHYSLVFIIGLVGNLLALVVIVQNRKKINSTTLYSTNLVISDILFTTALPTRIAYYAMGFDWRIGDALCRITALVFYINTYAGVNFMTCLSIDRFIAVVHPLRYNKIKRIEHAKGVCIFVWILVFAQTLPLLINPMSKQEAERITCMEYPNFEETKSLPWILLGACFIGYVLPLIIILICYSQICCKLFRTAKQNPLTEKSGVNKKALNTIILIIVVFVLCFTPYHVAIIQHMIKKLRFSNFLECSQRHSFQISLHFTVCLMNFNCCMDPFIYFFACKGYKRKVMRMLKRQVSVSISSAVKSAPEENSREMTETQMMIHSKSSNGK
APJ agonist – agonists of human apelin receptor APJ, primary screen, CHO-K1 cells, PathHunter beta-arrestin, luminescence | activation, % at 20 µM | 0% DMSO wells, 100% apelin | P35414 | 330,000 tested, 0.11% active;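 active = activation more than six SD over the plate average, tested at 20 µM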;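 note: 0% = DMSO alone and 100% = apelin-13 at 10 nM; some results filed as inactive read as strong as hits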
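Assay system – PathHunter CHO-K1 APJ (AGTRL-1) beta-arrestin reporter cells · Compound – one dose, 20 µM compound, 1% DMSO · Timing – compound 90 min 25 °C, reagent 1 h · Measured by – luminescence from split beta-galactosidase complementation, Galacton Star/Emerald II substrate · Measure – beta-arrestin recruitment to APJ as agonist activity, luminescent signal · Benchmarks – DMSO vs Apelin-13 10 nM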
CHOP UPR activ – activators of apoptotic CHOP UPR arm, primary screen, cell-based, CHO-CHOP luciferase reporter, luminescence, uHTS | UPR activation; percent of tunicamycin response over DMSO baseline | AID 449763, 2010 | 330,000 tested, 0.34% active | activation, % at 10 µM;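 active = at 10 µM dose, activation of 40% or more, normalized to positive control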;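 note: 100% = tunicamycin at 10 µg/mL and 0% = DMSO alone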
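Material: CHO-CHOP cells, stable luciferase reporter of PERK-eIF2a-CHOP signalling; quantity: 500 reporter cells seeded per well; buffer or medium: F12 medium containing 10% fetal bovine serum; compound: one dose, 10 µM in 0.5% DMSO; incubation: 6 h compound treatment, 37 °C; measured by: Steady-Glo luciferase luminescence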
tim23-1 inh – growth inhibitors of tim23-1 mutant yeast, primary screen, luminescence, uHTS; S. cerevisiae tim23-1 growth, BacTiter-Glo luminescence, 24 h; inhibition, % at 20 µM; 330,000 tested, 1.3% active;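 active = growth inhibition of the mutant yeast at or above 50%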;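 note: temperature-sensitive mutant grown at 25 °C; plate controls were DMSO-treated mutant yeast for no effect and medium wells lacking yeast for full effect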
The depositor's hits bear a star; · = not tested or not shown.

item	canonical_smiles	CCR6 antagonist	UPR XBP1 act	Mdm2-MdmX inh	APJ antag	CXCR6 inh
1	COc1ccccc1CNC(=O)C(=O)NCCC1CCCCN1S(=O)(=O)c1cccs1 (stereo unspecified)	27	1	-17	-5	10
2	CCCCCCCCCCCCCCCC[n+]1ccc(/C=N/O)cc1	3	8	97*	9	13
3	Nc1nnc(-c2cccc(F)c2)s1	-5	-1	-2	3	-1
4	Cc1ccc(SCC(=O)NNC(=O)C2CCCCC2)cc1	-8	-2	-3	-2	-9
5	O=C(CC(=O)NCc1cccnc1)NCc1cccnc1	-43	0	-5	-8	-8
6	CC(=O)Nc1ccc2c(c1)nc(C)n2-c1ccccc1	-1	-2	-1	4	-4
7	O=C(NCCc1ccccc1F)C1CCC(=O)N(Cc2ccccc2F)C1 (stereo unspecified)	3	0	-8	3	4
8	CCOc1ccc(NC(=O)CN(C)C(=O)c2cc(S(=O)(=O)N3CCCCCC3)ccc2OC)cc1OCC	-4	-2	0	11	5
9	Cc1cnc(C(=O)Oc2cccc(Cl)c2Cl)cn1	17	4	-13	13	-2
10	CC1CCCC(NC(=O)COC(=O)CCC(=O)c2cccs2)C1C (stereo unspecified)	14	-5	15	2	7

item	EBI2 antag	APJ agonist	CHOP UPR activ	tim23-1 inh
1	7	-2	1.4	14
2	-4	0	24	51*
3	-7	2	-1.4	-4
4	0	-8	-1.7	-1
5	-4	3	-0.6	5
6	-14	1	5.2	-7
7	4	1	2.1	2
8	-1	5	1.8	11
9	6	-2	1.3	22
10	8	-4	0.1	34

Complete entries, looked up by structure:
Entry for CCCCCCCCCCCCCCCC[n+]1ccc(/C=N/O)cc1 : CCR6 antagonist: 3; UPR XBP1 act: 8; Mdm2-MdmX inh: 97*; APJ antag: 9; CXCR6 inh: 13; EBI2 antag: -4; APJ agonist: 0; CHOP UPR activ: 24; tim23-1 inh: 51*
Entry for CCOc1ccc(NC(=O)CN(C)C(=O)c2cc(S(=O)(=O)N3CCCCCC3)ccc2OC)cc1OCC : CCR6 antagonist: -4; UPR XBP1 act: -2; Mdm2-MdmX inh: 0; APJ antag: 11; CXCR6 inh: 5; EBI2 antag: -1; APJ agonist: 5; CHOP UPR activ: 1.8; tim23-1 inh: 11

More entries.
item	canonical_smiles	CCR6 antagonist	UPR XBP1 act	Mdm2-MdmX inh	APJ antag	CXCR6 inh
11	CC(=O)N(c1ccc(C)cc1)S(=O)(=O)c1ccc(Cl)cc1	-16	-1	-1	-26	-3
12	COC(=O)c1c(C(=O)OC)c2cc(C)ccn2c1Cl	7	0	-2	-2	0
13	COc1cc(OC)c(OC)cc1CN1CCSCC1	-2	-5	12	8	-8
14	COc1cc(NC(=S)NC(=O)c2c(OC)cccc2OC)ccc1NC(=O)c1cccs1	-3	2	24	4	-1
15	COc1ccc2cc(C)c3nnc(SCC(=O)Nc4cc(OC)c(OC)cc4C(=O)O)n3c2c1	0	-3	-6	-19	0
16	CCc1ccc(C(=O)COC(=O)c2cncc(Br)c2)cc1	6	0	16	10	-1
17	O=C(Nc1cnccn1)c1ccc(Cl)cc1	1	0	18	-14	4
18	O=C(Oc1ccc2c3c(c(=O)oc2c1)CCC3)c1ccccc1[N+](=O)[O-]	·	-1	31	4	·
19	O=C(NCc1cccs1)C1CCCN1C(=O)Nc1ccc(F)cc1 (stereo unspecified)	3	1	-17	7	10
20	CCn1c(CNC(=O)Cc2ccc(OC)cc2)nnc1SCC(=O)c1ccc(Br)cc1	1	0	7	3	-6

item	EBI2 antag	APJ agonist	CHOP UPR activ	tim23-1 inh
11	-5	-3	0.6	39
12	0	-2	-0.5	17
13	-1	-4	0.3	-3
14	-4	-3	-1.7	-31
15	-10	3	-0.8	16
16	-2	-2	2.9	6
17	-2	-4	-0.2	-5
18	·	0	5.9	-1
19	-11	-2	-1.9	-1
20	4	-4	-0.6	-6

Next records:
item	canonical_smiles	CCR6 antagonist	UPR XBP1 act	Mdm2-MdmX inh	APJ antag	CXCR6 inh
21	COc1ccc(CCNC(=O)c2ccc(N(C)S(=O)(=O)c3ccc(C)cc3)cc2)cc1OC	23	1	-10	7	1
22	CCCOc1ccc(/C(O)=C2/C(=O)C(=O)N(CCCOC)C2c2ccncc2)cc1 (stereo unspecified)	-21	-3	15	-9	-7
23	Cc1cc(NC(=O)c2nn(C)c(C)c2[N+](=O)[O-])no1	-5	0	21	-6	-8
24	CCCCC(=O)Nc1ccc(N2CCN(C(=O)c3ccco3)CC2)cc1	16	-6	-1	-11	0
25	CCOC(=O)C1CCN(C(=O)CNC(=O)c2nn(-c3ccc(OC)c(OC)c3)c(=O)c3ccccc23)CC1	19	-4	28	10	-4
26	Cc1ccsc1/C=N/Nc1nc2ccccc2s1	37	-2	-243	-4	10
27	Cc1cc(C)c2c(c1)NC(=O)C2(O)CC(=O)c1cccs1 (stereo unspecified)	-14	-1	-10	18	6
28	Cc1cc(C)n(-c2ccc(N3CCOCC3)nn2)n1	11	4	32	9	-16
29	CCC1CCCCN1C(=S)NC1CCCCC1 (stereo unspecified)	11	-3	-35	9	-3
30	CN(c1ccccc1)S(=O)(=O)c1cccc(C(=O)N2CCCCCC2)c1	0	3	12	11	13

item	EBI2 antag	APJ agonist	CHOP UPR activ	tim23-1 inh
21	9	-1	4.2	13
22	-7	-1	-0.9	7
23	-8	-3	-0.5	-3
24	-3	9	2.5	10
25	-6	0	1.6	3
26	7	1	2.3	39
27	1	3	-1.0	13
28	-7	-3	0.5	-1
29	-4	0	0.7	23
30	-1	1	-0.1	21

The results go on.
item	canonical_smiles	CCR6 antagonist	UPR XBP1 act	Mdm2-MdmX inh	APJ antag	CXCR6 inh
31	Cc1c(C(=O)c2ccc([N+](=O)[O-])cc2)c(=O)n(C)c(=O)n1C	-12	-4	17	-6	-8
32	CSc1ccc(CNC(=O)c2ccc(NC(=O)C3=CSCCO3)cc2)cc1	19	-5	13	-1	0
33	Cc1ccc(S(=O)(=O)Nc2nnc(C(C)(C)C)s2)cc1	-8	0	32	15	2
34	COC(=O)c1ccsc1NC(=O)CCS(=O)(=O)c1ccccc1	10	-3	0	3	-6
35	O=C(CN(c1ccc(Cl)c(C(F)(F)F)c1)S(=O)(=O)c1ccccc1)N1CCOCC1	11	2	17	-3	4
36	CC(C)(C)c1ccc(C(=O)N2CCCC2c2cccs2)cc1 (stereo unspecified)	20	-4	-2	23	-3
37	Cc1ccccc1C(=O)NCC(=O)NC1CC1	-7	-3	-4	-6	-4
38	CSc1cccc(CNC(=O)C2CCC(=O)N(CCc3ccccn3)C2)c1 (stereo unspecified)	5	-2	15	2	-4
39	Cc1ccc2nc(SCC(=O)Nc3ccc4c(c3)OCCO4)[nH]c2c1	11	-3	-2	-11	0
40	CCOc1cccc(C(=O)NNC(=O)CCC(=O)O)c1	-9	-2	-5	-2	-5

item	EBI2 antag	APJ agonist	CHOP UPR activ	tim23-1 inh
31	-20	-2	-1.2	14
32	13	-2	0.8	5
33	5	-2	-1.0	13
34	-4	-1	-0.9	41
35	-13	-5	0.5	17
36	6	-2	2.0	17
37	-1	0	-2.0	6
38	-3	0	1.8	-5
39	1	-3	1.1	-9
40	-10	1	1.1	14

Next results:
item	canonical_smiles	CCR6 antagonist	UPR XBP1 act	Mdm2-MdmX inh	APJ antag	CXCR6 inh
41	COc1ccc(C(CC(=O)N2CCCCC2)c2c(O)cc(OC)cc2OC)cc1 (stereo unspecified)	6	-4	-8	7	-3
42	COc1ccc(CC(=O)Nc2ccccc2N2CCCC2)cc1OC	6	-9	15	0	-4
43	O=C(NCC(=O)N(CC1CCCO1)C(C(=O)NC1CCCC1)c1ccc(F)cc1)c1ccco1 (stereo unspecified)	6	0	1	9	0
44	Cc1ccc(Oc2ccc(NC(=O)c3ccco3)cc2)cc1	-11	6	-9	-3	-2
45	O=S1(=O)N=C(Nc2ccc(O)cc2)c2ccccc21	8	-2	4	4	10
46	COc1cc(C(=O)NCCN2CCN(C(=O)c3cc(OC)c(OC)c(OC)c3)CC2)cc(OC)c1OC	11	0	17	11	6
47	COc1cc(-n2c(=O)c3ccccc3n(CC(=O)c3ccc(Br)cc3)c2=O)cc(OC)c1OC	-12	5	41	-3	5
48	CCC1Nc2ncnc(N3CCOCC3)c2N(Cc2ccc(Cl)cc2)C1=O (stereo unspecified)	6	0	6	13	14
49	Cc1ccc(S(=O)(=O)Oc2ccc(C)cc2/C=N/N=C2\NC(=O)C(C)S2)cc1 (stereo unspecified)	9	2	-10	13	1
50	O=C(O)CSc1nc2ccccc2c(=O)[nH]1	-7	-3	17	18	-5

item	EBI2 antag	APJ agonist	CHOP UPR activ	tim23-1 inh
41	1	1	-1.9	-4
42	-8	1	0.0	-4
43	2	-3	1.1	11
44	2	-6	4.8	33
45	-10	-2	-0.3	1
46	-9	-7	-0.2	3
47	5	-6	1.4	-1
48	-2	1	2.0	19
49	-3	-4	0.9	16
50	3	-10	0.5	1

Screen by screen, from the results shown:
CXCR6 inh for entries 44 to 49, in order: -2, 10, 6, 5, 14, 1
CHOP UPR activ for entries 44 to 49, in order: 4.8, -0.3, -0.2, 1.4, 2.0, 0.9
CCR6 antagonist for entries 44 to 49, in order: -11, 8, 11, -12, 6, 9

New compounds follow
item	canonical_smiles	CCR6 antagonist	UPR XBP1 act	Mdm2-MdmX inh	APJ antag	CXCR6 inh
51	Cc1ccc(C=NNC(=O)c2cc(-c3cccnc3)nc3ccccc23)o1	10	2	-8	8	-7
52	CCc1ccc(NC(=O)c2c(Cl)nc(C)c(Cl)c2C)cc1	3	-2	21	-1	-6
53	NC(=O)CC(NC(=O)Cc1ccc(Br)cc1)c1ccc(NC2CC3CCC2C3)c([N+](=O)[O-])c1 (stereo unspecified)	19	5	10	14	3
54	Cc1c(C(=O)O)cnc2c([N+](=O)[O-])cnn12	5	-6	17	-3	11

item	EBI2 antag	APJ agonist	CHOP UPR activ	tim23-1 inh
51	4	-4	0.2	-1
52	8	-1	0.4	-3
53	1	5	2.2	6
54	4	-1	-3.1	10

Grouped by structure: the entries above containing a tert-butyl group (2)
item	canonical_smiles	CCR6 antagonist	UPR XBP1 act	Mdm2-MdmX inh	APJ antag	CXCR6 inh
33	Cc1ccc(S(=O)(=O)Nc2nnc(C(C)(C)C)s2)cc1	-8	0	32	15	2
36	CC(C)(C)c1ccc(C(=O)N2CCCC2c2cccs2)cc1 (stereo unspecified)	20	-4	-2	23	-3

item	EBI2 antag	APJ agonist	CHOP UPR activ	tim23-1 inh
33	5	-2	-1.0	13
36	6	-2	2.0	17

Copied from the list.
#53 in APJ antag shows 14
#51 in APJ agonist shows -4

Only part of the results is shown; rates above refer to the full screens.
